Compound activity (PubChem BioAssay)
FLuc stim CS: affects firefly luciferase, flagging false hits in luciferase stimulation screens; ATPlite luciferase biochemical, luminescence, 10 min; 0 = ATP-free wells, 1 = DMSO control; activation factor at 10 µM; 200,000 tested, under 10 active;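 active = luciferase activation factor, scaled between plate controls, of at least 2 with compound at 10 µM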
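Material: Luciferase/luciferin reagent mix; Doses: test compounds dosed from 2 mM stocks in 100% DMSO; Schedule: 10 min incubation after luciferase reagent addition, room temperature; Measured by: luminescence from luciferase reaction; Read-out: luminescence gain marking luciferase activators.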
TNAP act hiacc: increases human TNAP activity under high phosphate acceptor concentration; P05186; purified TNAP, CDP-star luminescence, 1 M DEA, 30 min; active compounds read high; 0 = EDTA background, 1 = DMSO-only activity; activation factor at 20 µM; 200,000 tested, under 10 active; AID 1136;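 active = activation factor at least 2 at 20 µM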
Target sequence (P05186 whole entry, looked up): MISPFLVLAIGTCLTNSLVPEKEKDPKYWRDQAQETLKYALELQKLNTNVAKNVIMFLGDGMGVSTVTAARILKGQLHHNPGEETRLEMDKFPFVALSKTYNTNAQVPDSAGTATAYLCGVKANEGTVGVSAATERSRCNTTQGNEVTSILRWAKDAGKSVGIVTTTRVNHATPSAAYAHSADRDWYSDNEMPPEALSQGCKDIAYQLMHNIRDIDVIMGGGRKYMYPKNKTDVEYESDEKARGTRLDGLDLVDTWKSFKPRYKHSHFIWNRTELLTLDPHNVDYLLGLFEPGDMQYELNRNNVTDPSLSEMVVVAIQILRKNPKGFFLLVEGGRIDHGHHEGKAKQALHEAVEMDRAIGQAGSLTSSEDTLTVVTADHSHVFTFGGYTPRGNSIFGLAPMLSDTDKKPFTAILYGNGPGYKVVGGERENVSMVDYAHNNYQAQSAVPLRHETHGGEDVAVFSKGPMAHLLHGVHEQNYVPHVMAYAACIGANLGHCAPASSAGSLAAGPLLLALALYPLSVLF
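Control set: EDTA negative control, DMSO positive control / Assay system: human TNAP / Quantity: TNAP 1/800 final / Evaluation: TNAP activation factor scaled between EDTA and DMSO control wells / Measured by: luminescent substrate turnover signal / Compound dosing: one dose, 20 µM / Times: 30 min enzyme reaction at room temperature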
NF-kB neuron act: compounds increasing NF-kB expression in human neuronal cells. AID 1239. 1.6% of 190,000 active. NF-kB reporter expression; active compounds read high. fold change at 12.5 µM; in the data active = fold change above about 3.3
TNAP inh noacc: inhibitors of human TNAP without phosphate acceptor; P05186; purified TNAP, CDP-star luminescence, 30 min; inhibition, % at 20 µM; 0.26% of 200,000 active; AID 1012;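 active = tissue-nonspecific alkaline phosphatase inhibition above about 50% at 20 µM in the single-dose screen, limit read from the data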;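 note: 0% = DMSO negative control and 100% = EDTA positive control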
bIAP activator: increases bovine intestinal alkaline phosphatase activity; purified bovine IAP, CDP-star luminescence, 30 min; active compounds read high; fold of DMSO-control signal, blank-subtracted; activation factor at 20 µM; 0.17% of 200,000 active; AID 1016;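 active = activation factor of 2 or more at 20 µM, a signal rise over negative controls twice the positive control's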
PMI act satM6P: PMI (human) activation, high substrate; coupled PMI enzyme assay, resazurin fluorescence, 20 min; active compounds read high; 1 = untreated enzyme, 0 = substrate-free blank; activation factor at 20 µM; 0.34% of 190,000 active;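 active = activation factor of 2 or more at 20 µM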
Target sequence (P34949 whole entry, looked up): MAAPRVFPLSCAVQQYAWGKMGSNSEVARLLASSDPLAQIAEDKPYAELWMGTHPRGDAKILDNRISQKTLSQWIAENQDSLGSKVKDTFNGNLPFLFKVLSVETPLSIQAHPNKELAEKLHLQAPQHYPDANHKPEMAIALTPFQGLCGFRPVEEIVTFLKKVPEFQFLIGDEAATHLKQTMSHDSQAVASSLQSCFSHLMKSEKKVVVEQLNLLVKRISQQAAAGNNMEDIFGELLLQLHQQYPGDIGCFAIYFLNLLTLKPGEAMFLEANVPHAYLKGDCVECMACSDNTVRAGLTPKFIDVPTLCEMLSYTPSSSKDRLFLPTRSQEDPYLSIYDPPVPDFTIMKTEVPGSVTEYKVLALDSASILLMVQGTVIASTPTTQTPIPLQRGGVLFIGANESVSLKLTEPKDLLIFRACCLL
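Test system: human phosphomannose isomerase with PGI, G6PDH, diaphorase coupling enzymes / Doses: 20 µM compound, 1% DMSO / Times: enzyme reaction with compound 20 min at room temperature / Measured by: Diaphorase-driven resazurin-to-resorufin fluorescence, excitation 544, emission 590 nm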
APP 5'UTR act: activates APP 5'UTR luciferase reporter. SH-SY5Y APP 5'UTR luciferase reporter, luminescence; zero percent = DMSO vehicle wells. activation, % at 2 µM. 1% of 190,000 active;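 active = activation above a set limit, based on mean plus 3 SD of controls, cut at about 140% in these data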; note: values of inactives mirror those of a sister screen read the other way
TNAP inh hiacc: blocks human TNAP under high phosphate acceptor concentration; AID 1135; inhibition, % at 20 µM; purified TNAP, CDP-star luminescence, 1 M DEA; P05186; 0.03% of 200,000 active;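 active = over 50% inhibition of tissue-nonspecific alkaline phosphatase at 20 µM in the single-dose screen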;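 note: plate controls were DMSO wells for no effect and EDTA-quenched wells as full inhibition for full effect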
PMI act: activators of human phosphomannose isomerase | P34949 | purified human PMI, coupled resazurin fluorescence, 20 min; active compounds read high; 1 = vehicle control, 0 substrate-free wells | activation factor at 20 µM | 0.005% of 190,000 active | AID 1214;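 active = activation factor of 2 or more at 20 µM, relative to plate controls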
FLuc inh counter: counter-screen for luciferase assay inhibitors: firefly luciferase inhibition; P08659; ATPLite firefly luciferase biochemical luminescence, 10 min; inhibition, % at 10 µM; 1.5% of 200,000 active;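 active = inhibition above about 50% when tested at 10 µM, limit read from the data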
* = called active by the depositor.

What do the screens show for `CCO[C@H]1OC(C(=O)Nc2ccccc2)=C[C@@H](c2coc3ccccc3c2=O)[C@@H]1CCCO`?
FLuc stim CS: 1.1; TNAP act hiacc: 1; NF-kB neuron act: 1; TNAP inh noacc: -2; bIAP activator: 1.2; PMI act satM6P: 0.8; APP 5'UTR act: -9; TNAP inh hiacc: -3; PMI act: 0.8; FLuc inh counter: -5

Results for Cc1cc(=O)oc2cc(OCC(=O)OCC(=O)Nc3ccc4ccccc4c3)ccc12 ?
FLuc stim CS: 1; TNAP act hiacc: 1.1; NF-kB neuron act: 1.1; TNAP inh noacc: -4; bIAP activator: 1; PMI act satM6P: 0.9; APP 5'UTR act: -28; TNAP inh hiacc: -5; PMI act: 0.9; FLuc inh counter: 3

How did CCOC(=O)c1ccccc1NC(=O)CC(C)CC(=O)O (stereo not given) do in these assays?
FLuc stim CS: 1; TNAP act hiacc: 1; NF-kB neuron act: 1.2; TNAP inh noacc: -8; bIAP activator: 1; PMI act satM6P: 0.9; APP 5'UTR act: -7; TNAP inh hiacc: -2; PMI act: 0.9; FLuc inh counter: -2

How did c1coc(-c2cc(C3CCNCC3)[nH]n2)c1 do in these assays?
FLuc stim CS: 1.1; TNAP act hiacc: 1.1; NF-kB neuron act: 2.2; TNAP inh noacc: 34; bIAP activator: 1; PMI act satM6P: 0.7; APP 5'UTR act: 9; TNAP inh hiacc: -6; PMI act: 1; FLuc inh counter: -10

What do the screens show for `CC(C)CN(C)C(=O)CCc1nnc(Cc2ccc(-c3ccccc3)cc2)o1`?
FLuc stim CS: 1; TNAP act hiacc: 1; NF-kB neuron act: 1.4; TNAP inh noacc: -8; bIAP activator: 0.9; PMI act satM6P: 0.9; APP 5'UTR act: -11; TNAP inh hiacc: -4; PMI act: 0.9; FLuc inh counter: -2

How did CCOC(=O)/C=C(/C)N1N=C(c2ccc(OC)cc2)CC1c1cccc([N+](=O)[O-])c1 (stereo not given) do in these assays?
FLuc stim CS: 1; TNAP act hiacc: 1; NF-kB neuron act: 1.4; TNAP inh noacc: -19; bIAP activator: 0.9; PMI act satM6P: 2.3*; APP 5'UTR act: -1; TNAP inh hiacc: 0; PMI act: 1.6; FLuc inh counter: -3

Results for O=C(CCCc1cccs1)Nc1nc2c(s1)CCCC2 ?
FLuc stim CS: 1; TNAP act hiacc: 1; NF-kB neuron act: 2.2; TNAP inh noacc: -4; bIAP activator: 0.8; PMI act satM6P: 0.9; APP 5'UTR act: 52; TNAP inh hiacc: 0; PMI act: 0.9; FLuc inh counter: 0

Results for Cc1cc(=O)n(CC(C)C)c(O)c1C#N ?
FLuc stim CS: 1.1; TNAP act hiacc: 1; NF-kB neuron act: 1; TNAP inh noacc: -10; bIAP activator: 0.9; PMI act satM6P: 0.8; APP 5'UTR act: 6; TNAP inh hiacc: -2; PMI act: 0.7; FLuc inh counter: -9

How did CC(C)(C)N(NC(=O)c1ccccc1)C(=O)c1cccc(C(=O)N(NC(=O)c2ccccc2)C(C)(C)C)c1 do in these assays?
FLuc stim CS: 1; TNAP act hiacc: 1; NF-kB neuron act: 0.92; TNAP inh noacc: -7; bIAP activator: 1; PMI act satM6P: 0.9; APP 5'UTR act: 21; TNAP inh hiacc: 0; PMI act: 1; FLuc inh counter: -2

What do the screens show for `COc1ccc(Cl)cc1S(=O)(=O)N1CCCC1`?
FLuc stim CS: 1.1; TNAP act hiacc: 1.1; NF-kB neuron act: 0.91; TNAP inh noacc: -11; bIAP activator: 0.9; PMI act satM6P: 1; APP 5'UTR act: -2; TNAP inh hiacc: -6; PMI act: 1; FLuc inh counter: -9

How did O=c1c2ccccc2ncn1-c1ccc(Cl)c(Cl)c1 do in these assays?
FLuc stim CS: 1.1; TNAP act hiacc: 1; NF-kB neuron act: 1.4; TNAP inh noacc: -1; bIAP activator: 1; PMI act satM6P: 1; APP 5'UTR act: 2; TNAP inh hiacc: 0; PMI act: 1.1; FLuc inh counter: -7

How did CCCn1c(NCc2ccco2)nc2c1c(=O)n(C)c(=O)n2C do in these assays?
FLuc stim CS: 1.1; TNAP act hiacc: 1; NF-kB neuron act: 1.4; TNAP inh noacc: -7; bIAP activator: 1; PMI act satM6P: 1; APP 5'UTR act: 0; TNAP inh hiacc: 1; PMI act: 1.1; FLuc inh counter: -6

How did c1ccc2c(N3CCCCC3)nc(N3CCOCC3)nc2c1 do in these assays?
FLuc stim CS: 1; TNAP act hiacc: 1; NF-kB neuron act: 1.3; TNAP inh noacc: -6; bIAP activator: 1.1; PMI act satM6P: 1.1; APP 5'UTR act: 3; TNAP inh hiacc: 1; PMI act: 1.1; FLuc inh counter: 4

How did COC(=O)C(NC(C)=O)(Nc1ccc(Br)cn1)C(F)(F)F (stereo not given) do in these assays?
FLuc stim CS: 1; TNAP act hiacc: 1; NF-kB neuron act: 1.3; TNAP inh noacc: -5; bIAP activator: 1; PMI act satM6P: 1; APP 5'UTR act: 21; TNAP inh hiacc: 0; PMI act: 1.1; FLuc inh counter: 1

How did COC(=O)c1cc(-c2ccc(Cl)cc2)n(-c2ccc(S(N)(=O)=O)cc2)n1 do in these assays?
FLuc stim CS: 1; TNAP act hiacc: 1; NF-kB neuron act: 1.1; TNAP inh noacc: -4; bIAP activator: 1; PMI act satM6P: 0.9; APP 5'UTR act: -24; TNAP inh hiacc: -4; PMI act: 1; FLuc inh counter: -4

How did O=S(Cc1ccc(Br)cc1)Cc1nnc(SCc2ccc(Cl)cc2)n1-c1ccccc1 (stereo not given) do in these assays?
FLuc stim CS: 1.1; TNAP act hiacc: 1.1; NF-kB neuron act: 0.19; TNAP inh noacc: -10; bIAP activator: 1; PMI act satM6P: 0.9; APP 5'UTR act: 13; TNAP inh hiacc: -9; PMI act: 0.8; FLuc inh counter: -6

How did CN(C)c1ccc(-c2n[nH]c(=S)n2-c2ccccc2)cc1 do in these assays?
FLuc stim CS: 0.9; TNAP act hiacc: 1; NF-kB neuron act: 1.6; TNAP inh noacc: -29; bIAP activator: 1; PMI act satM6P: 1; APP 5'UTR act: 10; TNAP inh hiacc: -4; PMI act: 1; FLuc inh counter: 15

Results for COc1ccc(NC(NC(=O)c2cccnc2)C(Cl)(Cl)Cl)cc1 (stereo not given) ?
FLuc stim CS: 1.1; TNAP act hiacc: 1.1; NF-kB neuron act: 0.85; TNAP inh noacc: -13; bIAP activator: 1; PMI act satM6P: 0.8; APP 5'UTR act: 13; TNAP inh hiacc: -7; PMI act: 0.9; FLuc inh counter: -6

How did COc1ccc2cc(C(=O)Nc3ccc(S(N)(=O)=O)cc3)sc(=O)c2c1OC do in these assays?
FLuc stim CS: 1.1; TNAP act hiacc: 0.9; NF-kB neuron act: 0.99; TNAP inh noacc: 2; bIAP activator: 1; PMI act satM6P: 1; APP 5'UTR act: 17; TNAP inh hiacc: 7; PMI act: 0.9; FLuc inh counter: -6

How did CNC(=O)Nc1ccc(Cn2cc(C(F)(F)F)ccc2=O)cc1 do in these assays?
FLuc stim CS: 0.9; TNAP act hiacc: 1; NF-kB neuron act: 1.4; TNAP inh noacc: -6; bIAP activator: 1.1; PMI act satM6P: 1.1; APP 5'UTR act: 17; TNAP inh hiacc: 1; PMI act: 1.2; FLuc inh counter: 5

Results for Cc1cc(C)nc(SCc2nnc(SCC(N)=O)o2)n1 ?
FLuc stim CS: 1.1; TNAP act hiacc: 1.1; NF-kB neuron act: 1.1; TNAP inh noacc: -5; bIAP activator: 0.9; PMI act satM6P: 1.1; APP 5'UTR act: 18; TNAP inh hiacc: -7; PMI act: 1.1; FLuc inh counter: -7

How did Cc1cccc(N2CN(Cc3ccco3)CNC2=S)c1 do in these assays?
FLuc stim CS: 1.1; TNAP act hiacc: 1; NF-kB neuron act: 1.1; TNAP inh noacc: -1; bIAP activator: 1.1; PMI act satM6P: 1; APP 5'UTR act: -5; TNAP inh hiacc: -1; PMI act: 1; FLuc inh counter: -7

Results for Cn1c(-c2ccccc2)cnc1NCc1cc2c(cc1[N+](=O)[O-])OCO2 ?
FLuc stim CS: 0.9; TNAP act hiacc: 0.9; NF-kB neuron act: 0.86; TNAP inh noacc: -5; bIAP activator: 0.9; PMI act satM6P: 0.9; APP 5'UTR act: 7; TNAP inh hiacc: 8; PMI act: 0.9; FLuc inh counter: 8

How did Cc1ccc(OC(=S)Nc2ccc(O)cc2)cc1 do in these assays?
FLuc stim CS: 1; TNAP act hiacc: 1; NF-kB neuron act: 1.1; TNAP inh noacc: -8; bIAP activator: 1; PMI act satM6P: 0.8; APP 5'UTR act: -19; TNAP inh hiacc: -2; PMI act: 1; FLuc inh counter: 0

What do the screens show for `CCOC(=O)c1[nH]n(-c2ccc(Cl)cc2)c(=O)c1C`?
FLuc stim CS: 1.1; TNAP act hiacc: 1; NF-kB neuron act: 1; TNAP inh noacc: -6; bIAP activator: 1.1; PMI act satM6P: 1.1; APP 5'UTR act: 1; TNAP inh hiacc: -2; PMI act: 1.2; FLuc inh counter: -6

How did CCC(=O)NC(=S)Nc1c(C)cc(Br)cc1C do in these assays?
FLuc stim CS: 1; TNAP act hiacc: 1; NF-kB neuron act: 1.3; TNAP inh noacc: -14; bIAP activator: 1.1; PMI act satM6P: 1; APP 5'UTR act: -3; TNAP inh hiacc: -4; PMI act: 1; FLuc inh counter: -2

How did CCc1nnc(NC(=O)CSc2ccc(-c3ccccc3OC)nn2)s1 do in these assays?
FLuc stim CS: 1; TNAP act hiacc: 1; NF-kB neuron act: 1.2; TNAP inh noacc: -8; bIAP activator: 1.1; PMI act satM6P: 1; APP 5'UTR act: 17; TNAP inh hiacc: 2; PMI act: 1; FLuc inh counter: 0

Results for O=C(CSc1nc2ccc(NC(=O)C3CCCCC3)cc2s1)NCC1CCCO1 (stereo not given) ?
FLuc stim CS: 1; TNAP act hiacc: 1.1; NF-kB neuron act: 1.1; TNAP inh noacc: -3; bIAP activator: 0.8; PMI act satM6P: 1; APP 5'UTR act: 32; TNAP inh hiacc: -5; PMI act: 0.9; FLuc inh counter: 3

Results for CN(CCOc1ccccc1)c1ccc(S(=O)(=O)N2CCCCC2)cn1 ?
FLuc stim CS: 1.1; TNAP act hiacc: 1.1; NF-kB neuron act: 0.88; TNAP inh noacc: -11; bIAP activator: 0.9; PMI act satM6P: 0.9; APP 5'UTR act: 13; TNAP inh hiacc: -5; PMI act: 0.8; FLuc inh counter: -9
